Assay outcomes: PubChem BioAssay, National Center for Advancing Translational Sciences (NCATS)
FH mod = Identification of activators of human fumarate hydratase by quantitative high-throughput screening | Potency, µM (doses to about 79.9 µM), without a hit: at the highest dose activity change, negative = inhibition, actives largely listed as inhibitors | FH coupled MDH/diaphorase resazurin fluorescence, 15 min | Fumarate hydratase, mitochondrial (Homo sapiens), P07954 | 54,000 compounds, 0.22% hits; note: potency is the fitted concentration of half-maximal effect; % is set by controls: 0 for no effect and ±100 for the full control effect; the screen sought activators but most active calls are inhibition curves; nearly all actives have a fitted effect of over 45% in size
Target sequence (P07954 whole entry, looked up): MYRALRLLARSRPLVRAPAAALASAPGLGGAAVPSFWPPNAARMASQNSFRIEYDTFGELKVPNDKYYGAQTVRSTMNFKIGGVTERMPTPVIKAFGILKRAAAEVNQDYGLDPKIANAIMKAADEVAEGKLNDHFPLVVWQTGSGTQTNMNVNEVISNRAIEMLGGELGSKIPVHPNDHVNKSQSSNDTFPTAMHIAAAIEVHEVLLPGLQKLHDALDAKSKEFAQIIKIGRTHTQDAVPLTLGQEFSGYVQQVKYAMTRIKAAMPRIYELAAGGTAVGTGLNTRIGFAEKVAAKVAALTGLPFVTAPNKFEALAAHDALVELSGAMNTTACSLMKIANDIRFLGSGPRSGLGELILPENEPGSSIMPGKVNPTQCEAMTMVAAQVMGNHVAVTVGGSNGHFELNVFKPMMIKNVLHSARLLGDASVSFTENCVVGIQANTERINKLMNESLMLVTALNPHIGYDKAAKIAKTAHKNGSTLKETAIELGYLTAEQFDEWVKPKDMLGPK
p53null 32C kill = kills p53 null cells at the permissive temperature; H1299-neo p53 null cells, ATP luminescence, 24 h, 32C; AID 903; Potency, µM (titrated, usually from 46.1 µM), for the others: at the highest dose activity change, negative = cytotoxicity, most hits filed as cytotoxic; 55,000 compounds, 0.62% hits;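 note: potency is the fitted concentration of half-maximal effect; 0% = DMSO only and -100% = full killing by 100 µM tamoxifen; nearly all actives have a fitted effect of over 55% in size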
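Cytotoxicity: H1299-neo (no p53), 32C, 24 h treatment. Concentrations up to 46 uM. Readout cellular ATP, luminescence. Normalization to DMSO basal and tamoxifen 100 uM maximal kill.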
PTAP-TSG101 blk = blocks PTAP binding to human TSG101, validation; Potency, µM (series often up to 115 µM), without a hit: top-dose activity change, negative = inhibition, hits mostly inhibitors; Fluorescence polarization, FITC-PTAP peptide/Tsg101, 20 min; Q99816; 44,000 tested, under 10 active; note: potency is the fitted concentration of half-maximal effect; 0% is about no effect
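qHTS FP binding, 20 min r.t.: 10 uM Tsg101 domain + 50 nM FITC-PTAP peptide, pH 7.5 HEPES buffer with TCEP and EDTA.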
GALK inh = inhibitors of human galactokinase (GALK); P51570; Potency, µM (titrated, usually from 57.5 µM), for inactives: at the top dose activity, negative = inhibition, usual class: inhibitors; 44,000 tested, under 10 active; recombinant GALK, Kinase-Glo ATP luminescence, 1 h;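 note: plate controls were full GALK reaction for no effect and reaction lacking GALK for full effect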
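Human GALK (5 nM) was incubated with 35 uM ATP and 100 uM galactose in 20 mM HEPES pH 8.0 with MgCl2, NaCl, DTT and BSA for 1 h at room temperature. Remaining ATP was measured by Kinase-Glo Plus luminescence.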
B2AR arrestin ag = agonists recruiting beta-arrestin to human beta2-adrenergic receptor. P07550. HTLA Tango cells, beta-arrestin recruitment, luciferase luminescence, 18 h. Potency, µM (series often up to 46.1 µM), without a hit: at the highest dose activation, most hits filed as activators. 44,000 tested, under 10 active. AID 1347077;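 note: potency is the fitted concentration of half-maximal effect; 0% = DMSO and full agonism = EC100 isoproterenol or metaproterenol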
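Receptor–beta-arrestin recruitment read by tTA-responsive luciferase: compound titrations (up to 46 µM) incubated 18 h with Tango cells, then luminescent substrate 15 min at room temperature. Concentration-response fits classified by r2, efficacy and activity.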
NTMT1 inh = inhibitors of human N-terminal methyltransferase NTMT1. NTMT1 MTase-Glo SAH luminescence, purified enzyme. Potency, µM (series often up to 114 µM), inactives show at the highest dose activity change, negative = inhibition, most hits filed as inhibitors. 59,000 compounds, 2.5% hits. AID 1645870;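 note: potency is the fitted concentration of half-maximal effect; plate controls were DMSO vehicle for no effect and no enzyme for full effect; nearly all actives have a fitted effect of over 65% in size; many of its hits are not listed in these tables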
p53null 39C tox = kills p53 null cells at the nonpermissive temperature | H1299 p53-null (neo) cells, 39C, ATPlite viability, 24 h | Potency, µM (series often up to 46.1 µM), for inactives: at the highest dose activity, negative = cell killing, usual class: cytotoxic | 55,000 compounds, 0.97% hits;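 note: potency is the fitted concentration of half-maximal effect; 0% = DMSO only and -100% = full killing by 100 µM tamoxifen; nearly all actives have a fitted effect of over 50% in size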
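Cells seeded at 600/well, 37C overnight. Compound added (up to 46 uM), plates shifted to 39C for 24 hr. ATPlite added, luminescence read after 20 min at room temperature.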
* hit, by the source's call; u = inconclusive; x = no result given; [ ] = remark or other dose. Calls come from the whole dose curve; as a rule, active = well fitted curve in the direction sought with a large enough effect; inconclusive = small, poorly fitted or top-dose-only effect, or another doubt; inactive = no such curve, though single readings can be large; an effect the other way counts as inactive or inconclusive. A portion of the library; rates above refer to the full screens.

SMILES | FH mod | p53null 32C kill | PTAP-TSG101 blk | GALK inh | B2AR arrestin ag | NTMT1 inh | p53null 39C tox
COC(=O)C1=C(C)N(C(C)C)C(=O)C1(NC(=O)c1ccccc1OC)C(F)(F)F (centres undefined) | 11% | x | 2% | 8% | 0% | 22% | x
Cc1ccc(-c2c(C(=O)NCc3ccccc3)oc(=O)c3ccccc23)cc1 | -34% | -4% | -1% | 4% | 2% | 4% | 38%[activator]
Cc1ccc(CSc2nc3ccsc3c(=O)n2CCC(C)C)cc1 | u | -3% | 0% | 2% | -3% | -2% | -7%
O=C(COc1ccccc1F)Nc1ccc2nc(SCCOc3ccccc3)sc2c1 | 2% | -8% | -6% | 0% | -4% | 11% | -10%
CCn1cc(C(=O)N2CCN(c3ccccc3F)CC2)c(=O)c2cc(S(=O)(=O)N(C)C)ccc21 | -15% | 0% | 5% | 5% | -2% | u | -14%
CCOc1ccc(CNC(=O)c2ccc3oc(=O)n(Cc4ccccc4)c3c2)cc1 | -24% | 1% | -2% | 0% | 1% | 10% | 9%
Cc1ccc2c(c1)cc1c(=O)n(CC(=O)N(C)c3ccccc3)nc(C)n12 | 2% | 6% | 0% | 2% | -3% | 6% | -12%
CCOc1ccc(C(=O)N2CC(=O)Nc3ccc(C)cc3C2c2ccc(F)cc2)cc1OCC (centres undefined) | u | 26% | -4% | 5% | -1% | -8% | 69%[activator]
CCOC(=O)Cn1c(=O)n(CC2CCCO2)c2nc(-c3ccccc3)nc(C(N)=O)c21 (centres undefined) | 2% | -1% | -1% | 1% | 0% | 1% | -10%
Cc1ccc(-c2cc(NC(=O)c3cccc(C)c3)on2)cc1 | 1% | -15% | -2% | 0% | 0% | -4% | 1%
CCOc1ccc(Sc2cc(C(=O)NCc3ccc(F)cc3)c3ccccc3n2)cc1 | 5% | -15% | 1% | 5% | 0% | 7% | 1%
CCn1c(=O)c2cc(C(=O)NCCCN(C)Cc3ccccc3)sc2c2ccccc21 | u | -2% | -3% | -2% | -1% | u | u
CCc1cccc(C)c1NC(=O)C1CCN(S(=O)(=O)Cc2ccccc2)CC1 | x | -7% | -3% | 2% | -3% | x | 1%
COc1ccc2c(c1)-c1nc(NC(=O)c3ccc(OC)c(Br)c3)sc1CC2 | 5% | -8% | 0% | 8% | -3% | u | u
CCc1c(C)sc2c1CCN(C(=O)Nc1cc(C)cc(C)c1)C2c1ccccc1 (centres undefined) | -9% | -2% | 4% | 1% | 0% | -1% | 6%

Quoted from the listing.
O=C(COc1ccccc1F)Nc1ccc2nc(SCCOc3ccccc3)sc2c1 @ p53null 39C tox: -10%
CCn1cc(C(=O)N2CCN(c3ccccc3F)CC2)c(=O)c2cc(S(=O)(=O)N(C)C)ccc21 @ p53null 39C tox: -14%

The list goes on:
SMILES | FH mod | p53null 32C kill | PTAP-TSG101 blk | GALK inh | B2AR arrestin ag | NTMT1 inh | p53null 39C tox
COc1cccc(CNC(=O)c2cccc(NC(=O)c3nsc4ccccc34)c2)c1 | -9% | -6% | 0% | 0% | 1% | 13% | -17%
Cc1nc(SCCOc2ccc(Cl)cc2)[nH]c(=O)c1Cc1ccccc1 | 2% | -2% | 3% | 0% | 0% | 4% | -8%
COc1ccc(NC(=O)CN2C(=O)COc3ccc(S(=O)(=O)N4CCCCC4)cc32)cc1Cl | -18% | 8% | -6% | 1% | 1% | 4% | -19%
Cc1cc(Br)cc(C)c1NC(=O)c1sc2ncn(Cc3cccc(F)c3)c(=O)c2c1C | -15% | 4% | -3% | 0% | -1% | 4% | 21%
CCOC(=O)c1ccc(NC(=O)CCc2c(C)nc3nc[nH]n3c2=O)cc1 | -14% | -2% | -6% | -2% | 1% | -10% | -21%
COc1ccc(-c2nc3ccccc3s2)cc1NC(=O)c1ccccc1OC | -12% | -10% | -3% | 2% | 0% | 12% | -11%
Cc1cc(SCC(=O)NCc2ccccc2Cl)nc(=O)[nH]1 | -2% | 3% | -2% | -2% | -3% | -4% | -4%

A different layout for 3 compounds above:
| molecule | FH mod | p53null 32C kill | PTAP-TSG101 blk | GALK inh | B2AR arrestin ag | NTMT1 inh | p53null 39C tox |
| --- | --- | --- | --- | --- | --- | --- | --- |
| COc1ccc(NC(=O)CN2C(=O)COc3ccc(S(=O)(=O)N4CCCCC4)cc32)cc1Cl | -18% | 8% | -6% | 1% | 1% | 4% | -19% |
| Cc1cc(Br)cc(C)c1NC(=O)c1sc2ncn(Cc3cccc(F)c3)c(=O)c2c1C | -15% | 4% | -3% | 0% | -1% | 4% | 21% |
| CCOC(=O)c1ccc(NC(=O)CCc2c(C)nc3nc[nH]n3c2=O)cc1 | -14% | -2% | -6% | -2% | 1% | -10% | -21% |

4 compounds already listed, ordered by molecular weight, lowest first.
SMILES | FH mod | p53null 32C kill | PTAP-TSG101 blk | GALK inh | B2AR arrestin ag | NTMT1 inh | p53null 39C tox
Cc1cc(SCC(=O)NCc2ccccc2Cl)nc(=O)[nH]1 | -2% | 3% | -2% | -2% | -3% | -4% | -4%
CCOC(=O)c1ccc(NC(=O)CCc2c(C)nc3nc[nH]n3c2=O)cc1 | -14% | -2% | -6% | -2% | 1% | -10% | -21%
Cc1nc(SCCOc2ccc(Cl)cc2)[nH]c(=O)c1Cc1ccccc1 | 2% | -2% | 3% | 0% | 0% | 4% | -8%
COc1ccc(-c2nc3ccccc3s2)cc1NC(=O)c1ccccc1OC | -12% | -10% | -3% | 2% | 0% | 12% | -11%
